14-3-3g Raf: modulators of 14-3-3 gamma protein binding, primary screen, biochemical, fluorescence polarization. FP, 14-3-3gamma / TMR-pS259-Raf peptide binding. inhibition, % at 40 µM. 0.19% of 160,000 active. 14-3-3 protein gamma (Homo sapiens), P61981; in the data active means inhibition above about 30%;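 further: 0% = protein plus tracer without compound and 100% = blank with tracer alone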
Target sequence (P61981 whole entry, looked up): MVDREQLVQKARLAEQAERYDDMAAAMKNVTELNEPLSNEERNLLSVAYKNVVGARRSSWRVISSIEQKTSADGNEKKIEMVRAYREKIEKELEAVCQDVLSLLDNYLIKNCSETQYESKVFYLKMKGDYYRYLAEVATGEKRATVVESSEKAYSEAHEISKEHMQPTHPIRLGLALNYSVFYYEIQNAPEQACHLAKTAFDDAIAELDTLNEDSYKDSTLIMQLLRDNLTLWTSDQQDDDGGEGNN
Numbers without * were called inactive; & = joins results of further samples.

mol | 14-3-3g Raf
O=C1c2ccccc2C(=O)c2c(NC(=O)C34CC5CC(CC(C5)C3)C4)cccc21 | -8.3
COc1ccc(C(=O)Nc2ccc(NC(=O)c3ccccc3)c(C)c2)cc1[N+](=O)[O-] | 0.7
CC(C)(C)NC(=O)CSc1nnc(C2CC2)n1Cc1ccccc1 | -7.3
CC1(C)CC(=O)C(C(C2=C(O)CC(C)(C)CC2=O)c2cc(Br)ccc2O)C(=O)C1 (configuration not stated) | -10.8
CCCC1COC(Cn2cncn2)(c2ccc(C)cc2)O1 (configuration not stated) | -2.6
Brc1ccc2c(c1)CN(Cc1ccc3c(c1)OCO3)CO2 | -9.5
Cn1c(Cn2c(=O)sc3ccccc32)nnc1SCc1ccccc1F | -4.8
O=C1OC2CCC1(c1ccccc1)C2 (configuration not stated) | -5.9
COc1ccc(S(=O)(=O)n2c([N+](=O)[O-])cnc2C)cc1OC | -8.2
CCCCSc1nnc2c(n1)OC(c1cc(OC)c(OC)c(OC)c1)Nc1ccccc1-2 (configuration not stated) | 42.3*
c1ccc(-c2nc(N3CCCCCC3)nc(-n3ccnc3)n2)cc1 | -7.2
CCOC(=O)c1c(C)oc2ccc(OC(=O)c3ccc(C)cc3)cc12 | -2.6
CCn1nnc(-c2ccccc2NC(=O)c2cccc(-n3cnnn3)c2)n1 | -5.9
CC(C)n1c(SC2C(=O)CC(C)(C)CC2=O)nc2c1c(=O)n(C)c(=O)n2C | 3.0
CCn1cc(C(=O)NCc2ccc3c(c2)OCO3)c(=O)c2cc(F)c(N3CCN(C)CC3)cc21 | -6.6
CCn1c(-c2cn(C)nc2C)n[nH]c1=S | -8.1
COc1cccc(-n2nnc3c(=O)n(Cc4ccc(C)cc4)cnc32)c1 | -4.3
COc1c(S(=O)(=O)N2CCCCC2)ccc2c(S(=O)(=O)N3CCCCC3)cccc12 | -5.5
Cc1nn(CC(=O)N(C)C2CCCCC2)c(C)c1[N+](=O)[O-] | -1.1
CCOc1ccccc1N1C(=S)NC(C)(C)C=C1C | -3.8
Cc1ccc(-c2ccccc2)n1-c1cccc2cccnc12 | 29.9
Cn1c(C(=O)NCCCN2CCN(c3ccc(F)cc3)CC2)cc2c(=O)n(C)c3ccccc3c21 | -2.5
CCCC(C)c1c(O)nc(Nc2nc(C)c3cc(OC)ccc3n2)[nH]c1=O (configuration not stated) | -110.0
C(=C1c2ccccc2-c2ccccc21)c1ccccn1 | 4.0
O=C(Oc1cccnc1)c1ccc(F)cc1 | 3.4
O=C1CCCC2=C1C(c1cccc(O)c1)Nc1ccc3ccccc3c12 (configuration not stated) | -31.5
CC1=C(C(=O)Nc2ccccc2)C(c2ccco2)C(C#N)=C(SCC(=O)OC(C)C)N1 (configuration not stated) | -7.7
CC(C)(C)NC(=O)C1CCC(C)(C(=O)O)C1(C)C (configuration not stated) | -4.7&11.5
Cc1ccc(/C(O)=C2\C(=O)C(=O)N(c3nc4ccccc4s3)C2c2ccc(F)cc2)cc1 (configuration not stated) | -14.5
Cc1nc(NC(=O)Nc2ccc(Cl)cc2)sc1CC(Cl)(Cl)Cl | 2.1

Next section
mol | 14-3-3g Raf
NC(=O)CN1CCN(S(=O)(=O)c2ccc(F)cc2)CC1 | -4.2
CCOC(=O)c1c(NC(=O)c2noc3c2CCCC3)sc(C)c1C | -4.1&-4.0
CC(=O)OC(C)(CCC(C)(OC(C)=O)C(C)=O)C(C)=O (configuration not stated) | 4.2
CNC(=O)CN(c1cc(C)ccc1C)S(C)(=O)=O | 5.7
Cn1c(=O)[nH]c(=O)c2c1nc(N1CCOCC1)n2CCO | -1.6
COc1ccc(NC(=O)c2sc(=S)n(-c3ccccc3)c2N)cc1OC | 7.3
COc1ccccc1CN1C(=O)CN(C2CCCC2)C(=O)C1c1ccc(F)cc1 (configuration not stated) | 5.6&-7.7
CC(=O)NCCNS(=O)(=O)c1cccc([N+](=O)[O-])c1 | 5.1
Cc1cc2ncn(CC(O)COC3CCCCC3)c2cc1C (configuration not stated) | -31.5&3.8
Cn1c2c(c3cc(Br)ccc31)CCCC2=O | 6.5
C=CCNC(=O)CCNS(=O)(=O)c1ccc(Br)cc1 | -4.0&-2.7
CC(C)(C)c1cc(CN2CCN(CCO)CC2)cc(C(C)(C)C)c1O | 0.7
Clc1ccc(OCc2ccccc2)cc1 | -5.3
CCOC(=O)CCn1c(CC(=O)OCC)nc2ccccc21 | -1.1
Cc1cc(C)c(C#N)c(SCCS(=O)(=O)Cc2ccccc2)n1 | -0.9&8.6
CCOC(=O)CSc1nc(C)cc(C(F)(F)F)c1C#N | -7.0
O=C(CNC(=O)C12CC3CC(CC(C3)C1)C2)NC1=NCCS1 | -7.2
Cn1nnnc1SCC(=O)N1CCN(Cc2ccccc2)CC1 | -18.9
CC(=O)c1c(C)oc2c(Br)cc(NS(=O)(=O)c3ccc(Br)cc3)cc12 | -24.5
Oc1ccc(Nc2nc(-c3ccccc3Cl)nc3ccccc23)cc1 | -48.0
COc1ccc(-n2c(Cc3cccn3C)nnc2SCC(=O)NCC2CCCO2)cc1 (configuration not stated) | -1.6
CCOC(=O)c1c(NC(=O)c2ccc(C)cc2)sc(C(C)=O)c1C | 0.4
COC(=O)C[n+]1ccn2c(C)ccc2c1C | -4.8
O=C(O)c1cccc(NSc2ccccc2[N+](=O)[O-])c1 | -20.8
CC1(c2ccccn2)Nc2ccccc2-c2nc3ccccc3n21 (configuration not stated) | 0.3
O=C(OC1CCCCC1=O)c1cc(=O)c2ccccc2o1 (configuration not stated) | 4.0
CN1CCN(c2ccccc2NC(=O)C(Cc2ccccc2)n2cccc2)CC1 (configuration not stated) | -4.7
Cc1ccc(-c2c3c(nc4sc(C(=O)Nc5cccc(Br)c5)c(N)c24)CCCC3)o1 | -51.8
CCN(CC)Cc1c(O)ccc2c(=O)c(Oc3cccc(C)c3)c(C(F)(F)F)oc12 | 14.0
O=C(NCCN1CCOCC1)c1ccc(CS(=O)(=O)Cc2ccccc2F)o1 | -4.2&-12.5

Later entries.
mol | 14-3-3g Raf
Cc1cc(NS(=O)(=O)c2ccc(NC(=O)c3ccc(Cl)cc3)cc2)no1 | -8.7
COCCCNC(=O)c1ccc2c(c1)C1C3CCC(C3)C1C(c1ccccc1)N2 (configuration not stated) | 1.4
CN1CCN(C2=C(Cl)C(=O)N(Cc3ccccc3)C2=O)CC1 | -1.6
COc1ccccc1OCCNC(=O)c1ccc(Br)cc1 | -2.9
Cc1c(C(=O)N(C)C)sc2nc(SCc3cc(=O)n4ccccc4n3)n(CCc3ccc(Cl)cc3)c(=O)c12 | -10.8
COc1ccc2c(c1)c(=O)c1ccccc1n2CC(=O)Nc1ccc(F)cc1 | -4.2
O=C(Nc1cccs1)Nc1ccccc1Cl | 0.2
O=c1oc2ccc3ccccc3c2c2c1SC(C(F)(F)F)C2 (configuration not stated) | -1.2
O=C(c1ccc2c(=O)n(C3CCCC3)c(=S)[nH]c2c1)N1CCCCCC1 | -14.4
COc1cccc(-c2cc(N)nn2C(=O)Nc2ccc(Cl)cc2)c1 | -1.1
Cc1ccc2nc(N=Cc3ccc(Br)cc3)sc2c1 | -5.1
Cc1ccc(S(=O)(=O)NCc2cn3c(C)csc3n2)cc1 | 0.8
Cn1c(=NC(=O)c2ccc(S(=O)(=O)N3CCCCC3)cc2)sc2ccccc21 | 1.8
O=C(NO)c1ccc(C(=O)N(C2CCCCC2)C2CCCCC2)cc1 | 0.1
CCC(C)NC(=O)c1oc(=O)c2ccccc2c1-c1ccc(C)cc1 (configuration not stated) | 2.0
O=C(CCCn1c2ccccc2c(=O)c2ccccc21)Nc1ccc(C(F)(F)F)cc1 | -13.0
COc1ccc(-n2nc(C(=O)NCC(=O)N(C)c3ccc(Cl)cc3)c3ccccc3c2=O)cc1OC | -6.3
Cc1cccc(-c2noc(CN(C(=O)c3ccc4c(c3)OCO4)C(C)C)n2)c1 | -7.6
O=c1c2ccccc2c(C=NC2CCS(=O)(=O)C2)c(O)n1-c1ccccc1 (configuration not stated) | 5.2
CC1CC2(CC(C)(c3csc(Nc4ccccc4)n3)OC2=O)C(=O)O1 (configuration not stated) | -4.5
CCOC(=O)c1c(NC(=O)CSc2nnc3sc4ccccc4n23)sc2c1CCC2 | -3.8
CCCCCNC(=O)c1sc(=S)n2c1[nH]c(=O)c1ccccc12 | -37.1
CSc1nnc(Cc2ccc3c(c2)OCO3)o1 | 0.2
COCCOC(=O)C1=C(C)NC2=C(C(=O)CC(C)(C)C2)C1c1ccccn1 (configuration not stated) | 18.2
Cc1ccc(C(=O)Nc2nc(-c3cc4cc(Cl)ccc4oc3=O)cs2)cc1 | -16.6
CCN(CC)c1ccc(NC(=O)c2ccccc2F)cc1 | -17.0
CCOc1ccc(N(CC)S(=O)(=O)c2ccc3c(c2)CCN3C(=O)C2CC2)cc1 | -2.1
CCCCc1c(C)c(C#N)c2nc3ccccc3n2c1N1CCN(CCO)CC1 | -11.3
CN1C(=O)NC(NC(=O)c2ccco2)(C(F)(F)F)C1=O (configuration not stated) | 3.6
Cc1ccc(F)cc1NC(=O)C1CCCN(c2ncccn2)C1 (configuration not stated) | -6.2

5 of the entries above in order of the 14-3-3g Raf value, low to high.
smiles | 14-3-3g Raf
Cc1ccc(C(=O)Nc2nc(-c3cc4cc(Cl)ccc4oc3=O)cs2)cc1 | -16.6
Cc1ccc(F)cc1NC(=O)C1CCCN(c2ncccn2)C1 (configuration not stated) | -6.2
COc1cccc(-c2cc(N)nn2C(=O)Nc2ccc(Cl)cc2)c1 | -1.1
Cc1ccc(S(=O)(=O)NCc2cn3c(C)csc3n2)cc1 | 0.8
O=c1c2ccccc2c(C=NC2CCS(=O)(=O)C2)c(O)n1-c1ccccc1 (configuration not stated) | 5.2

Following part:
mol | 14-3-3g Raf
CCCCC(=O)N1CC(=O)Nc2ccc(Br)cc2C1c1ccccc1 (configuration not stated) | -4.0
COC(=O)c1c(C(C)(C)C)oc2c1cc(NS(=O)(=O)c1ccc3ccccc3c1)c1ccccc12 | -27.8
COc1ccc(-c2ccc3c(N)c(C(=O)Nc4ccc(OC)cc4OC)sc3n2)cc1 | -22.7
CCCCC(=O)N(c1ccc(OCC)cc1)C1C=CS(=O)(=O)C1 (configuration not stated) | -1.8
Fc1ccccc1C1C=C(c2cccs2)Nc2nnnn21 (configuration not stated) | -7.7
CCOC(=O)C(C)Sc1nnnn1-c1ccccc1 (configuration not stated) | -3.1
CC1=C(C)CC2C(=O)C3=C(C(=O)C2C1)C1c2ccccc2C3c2ccccc21 (configuration not stated) | 0.9
CC1CCN(C(=O)CSC2=Nc3ccccc3C3=NC(Cc4c[nH]c5ccccc45)C(=O)N23)CC1 (configuration not stated) | -28.3
Fc1ccccc1Nc1c2c(nc3cc(Cl)ccc13)CCCC2 | -0.7
Cc1ccc(Nc2nc(-c3ccccc3F)nc3ccccc23)cc1 | -10.6
Cc1c(C(=O)N2CCN(C(=O)c3ccco3)CC2)sc2nc(-c3ccc(F)cc3)cn12 | -7.4
COc1ccc(Nc2ncc(C(=O)Nc3cccc(OC)c3)c3ccccc23)cc1 | -0.8
Cc1c(C(=O)C(F)(F)F)c2ccccc2n1CC(=O)N1CCOCC1 | -2.7
O=C(NCCC1=CCCCC1)c1cccc(NS(=O)(=O)c2ccc(Br)cc2)c1 | -3.1
O=[N+]([O-])c1ccc(O)c(C=Nc2cc3c(cc2Br)OCCO3)c1 | -30.3
Nc1c2c(nn1-c1ccccc1)CC(=O)NC2=O | -14.7
CCCNc1ncnc(N)c1[N+](=O)[O-] | -4.1
CC1=C(C(=O)OCc2ccccc2)C(c2cccs2)N2C(=O)CCSC2=N1 (configuration not stated) | -6.7
COC(=O)c1cc2sccc2n1CC(=O)Nc1cccc(SC)c1 | -7.9
O=C(c1ccc2c(=O)n(CCC3=CCCCC3)c(=O)[nH]c2c1)N1CCN(c2ccccc2)CC1 | -3.1
Cc1cc(N2CCC(C)CC2)n2nc(C)c(-c3ccccc3)c2n1 | -5.5
Cc1ccc(OCCn2cc(/C(N)=N/O)c3ccccc32)cc1C | -1.4
O=C(CSc1nc2ccccc2n1S(=O)(=O)c1cccc([N+](=O)[O-])c1)NC1CCCCC1 | 1.2
COC(=O)C(NC(=O)c1ccccc1)c1ccccc1 (configuration not stated) | -6.7
Cc1cc(C)c2oc(-c3cccc(NC(=O)c4ccc(F)cc4)c3)nc2c1 | -4.7
CCCc1nc2c3cnn(-c4cccc(Cl)c4)c3ncn2n1 | -5.1
Cc1nc2ccc(C(=O)N3CCN(c4ccccn4)CC3)cc2s1 | -10.0
Cc1ccc(NS(=O)(=O)c2ccc3c(c2)CCN3C(=O)C2CCC2)cc1C | -12.7
Cc1ccc(C)c(Nc2ncnc3nc[nH]c23)c1 | -4.3
NCCNc1ccc2c3c(cccc13)C(=O)N(c1ccc(Cl)cc1)C2=O | 62.9*

Next section:
mol | 14-3-3g Raf
O=C(Nc1ccccc1Br)c1cc2ccccc2oc1=O | -8.3
CC(=O)c1cccc(NC(=O)c2cc3nc(C)cc(C)n3n2)c1 | 0.8
Cc1ccc2c(c1)NCC(C(=O)O)O2 (configuration not stated) | -6.6
Cc1ccccc1Nc1nc(N)nc(CSc2nc3ccccc3c(=O)n2CCCO)n1 | 5.9
Cc1cc2c(cc1C)NC(c1ccc(O)cc1O)C1=C(CC(C)(C)CC1=O)N2 (configuration not stated) | -9.8
CC(=O)Oc1ccc(C2C(C(=O)OC3CCCCC3)=C(C)NC3=C2C(=O)CC(c2ccccc2)C3)cc1 (configuration not stated) | -2.9
O=C(CSCCO)N1CCc2ccccc21 | -4.7
CCCCCCC(=O)N1CCC(c2nc3c(nnn3Cc3ccccc3Cl)c(=O)[nH]2)CC1 | -10.0
COc1ccc(S(=O)(=O)N2CCC(C(=O)Nc3cccc(F)c3)CC2)cc1OC | -7.8
CN(Cc1ccccc1)C(=O)Cc1c(C(=O)O)[nH]c2ccccc12 | -6.0
COc1cc2c(cc1NC(=O)c1ccc(Cl)c([N+](=O)[O-])c1)oc1ccccc12 | -1.8

Not all compounds are listed, so the mix of outcomes need not match the whole.
